TAG inh – inhibitors of triacylglycerol accumulation; H9c2 cells, Nile Red lipid (TAG) fluorescence; cells loaded with 200 µM oleic acid; inhibition, % at 12.5 µM; 230,000 compounds, 0.66% hits;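 active = pattern-corrected inhibition of lipid staining of at least 50% with the nuclear-stain viability signal not falling by more than 50%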;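 note: 0% = DMSO wells and 100% = triacsin C control wells; some results filed as inactive read as strong as hits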
TAG inh DAPI viability – second read-out of TAG inh, no call of its own (marks repeat the call); DAPI nuclei signal change (viability), lower = more cytotoxic, %;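 whole-well DAPI fluorescence read on a plate reader as a viability signal; minus 50 percent equals half of cells still viable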
Active calls of the source: *; & = joins results of further samples.

SMILES	TAG inh	TAG inh DAPI viability
CC1(C)CC(Cc2ccc(Cl)nc2)N(C(=O)OC(C)(C)C)C1 (stereo not given)	-13	7
O=C(N/N=C/C(Cl)=C/c1ccccc1)c1cnccn1	-4	-4
COc1ccc(-c2c([C@H]3[C@@H]4C=CCC[C@@]4(C)C(=O)N3Cc3ccccc3)ccc3ccccc23)cc1OC	2	-5
c1ccc(CNc2nnnn2-c2ccccc2)cc1	-9	4
CCn1ccc(-c2ccccc2)c(C#N)c1=O	-11	11
O=C(c1ccc([N+](=O)[O-])cc1)N1CCCC1	-10	4
COc1cccc(C(=O)Nc2ccc(NC(=O)C3CC3)cn2)c1	-5	3
CC(C)(C)c1ccc(OCCC(=O)NCC(c2cccs2)N2CCOCC2)cc1 (stereo not given)	-3	1
CCN(CC(=O)Nc1ccc(NC(C)=O)cc1)C(=O)Cc1coc2cc(C)c(C)cc12	-7	4
CC1(C)CC(=O)C=C(c2ccc(-c3ccc(OC(F)(F)F)cc3)cc2)C1=O	-13	-3
COc1ccc(C2=CC3=C(Br)C(=O)C(C)(OC(=O)C4CCCC4)C(=O)C3=CO2)cc1 (stereo not given)	11	-1
Cn1c(SCC(=O)NCc2ccco2)nnc1C1CCCC1	10	2
CN(C)/C=N/c1sc2c(c1C#N)CCCC2	17	-11
CN(C)c1ccc(C(=O)OCC(=O)Nc2cccc(S(=O)(=O)N3CCCC3)c2)cc1	25	15
O=S(=O)(CCc1nc2ccccc2[nH]1)c1ccc(Cl)cc1	6	2
O=C(Cc1ccc(Cl)cc1)Nc1ccc(Br)cc1	-53	6
NC(=O)c1oc2ccccc2c1NC(=O)C1COc2ccccc2O1 (stereo not given)	-15	0
O=c1ccn([C@@H]2O[C@H](CNCc3ccc(-n4cccn4)cc3)[C@@H](O)[C@H]2O)c(=O)[nH]1	5	-1
O=[N+]([O-])c1nn(-c2ccc3c(c2)OCCO3)n(O)c1=NCc1ccc(F)cc1Cl	6	-1
C=CCc1c(C)nc(SC)nc1Nc1ccc(C(C)=O)cc1	-25	15

Part of the list above, bar-delimited.
Molecule | TAG inh | TAG inh DAPI viability
CCN(CC(=O)Nc1ccc(NC(C)=O)cc1)C(=O)Cc1coc2cc(C)c(C)cc12 | -7 | 4
CC1(C)CC(=O)C=C(c2ccc(-c3ccc(OC(F)(F)F)cc3)cc2)C1=O | -13 | -3
COc1ccc(C2=CC3=C(Br)C(=O)C(C)(OC(=O)C4CCCC4)C(=O)C3=CO2)cc1 (stereo not given) | 11 | -1
Cn1c(SCC(=O)NCc2ccco2)nnc1C1CCCC1 | 10 | 2
CN(C)/C=N/c1sc2c(c1C#N)CCCC2 | 17 | -11
CN(C)c1ccc(C(=O)OCC(=O)Nc2cccc(S(=O)(=O)N3CCCC3)c2)cc1 | 25 | 15
O=S(=O)(CCc1nc2ccccc2[nH]1)c1ccc(Cl)cc1 | 6 | 2

Reformatted bar-delimited: part of the list above
Molecule | TAG inh | TAG inh DAPI viability
Cn1c(SCC(=O)NCc2ccco2)nnc1C1CCCC1 | 10 | 2
CC1(C)CC(Cc2ccc(Cl)nc2)N(C(=O)OC(C)(C)C)C1 (stereo not given) | -13 | 7

The list continues:
SMILES	TAG inh	TAG inh DAPI viability
CC1(C)CC(=O)C(N=Nc2ccc(Br)cc2)=C(O)C1	-1	0
CC(C)CC(N)c1csc(Nc2ccc(C(=O)c3ccccc3)cc2)n1 (stereo not given)	35	28
COc1cccc(C(=O)Nc2cc(NC(=O)c3ccco3)ccc2OC)c1	16	17
COc1ccc(CCNC(=O)C2CC(c3ccc([N+](=O)[O-])cc3)=NO2)cc1 (stereo not given)	-14	-1
CCOC(=O)c1c(C)[nH]c(C(=O)OCC(=O)Nc2ccccc2)c1C	-3	9
COC(=O)c1ccc(Oc2c(F)c(F)nc(N3CCOCC3)c2F)cc1	2	3
O=C(CCNC(=O)c1ccccc1Cl)NNC(=O)c1ccccc1O	-2	-5
CSc1ccc(C2NN=C(c3ccccc3)S2)cc1 (stereo not given)	-4	63
O=C(Nc1ccc(S(=O)(=O)N2CCCCC2)cc1)C1CC(=O)N(Cc2ccccc2)C1 (stereo not given)	-10	0
CN1CCN(C(=O)CNc2ccc(C(F)(F)F)cc2[N+](=O)[O-])CC1	-43	-1
Cc1csc(=O)n1CC(=O)OCC(=O)Nc1cc(S(=O)(=O)N2CCOCC2)ccc1Cl	9	0
CCc1ccc2c(COC(=O)C3CSC4(C)CCC(=O)N34)cc(=O)oc2c1 (stereo not given)	30	-5
Cc1cccc2c1NC(=O)C2=Nc1ccc(Cl)cc1	-5	17
O=C(NCc1n[nH]c(=S)n1-c1ccc(Br)cc1)c1ccc(S(=O)(=O)N2CCOCC2)cc1	-14	15
Cc1ccc(OCCCC(=O)NNC(=O)c2ccccn2)cc1	10	-18
CC(C)N1CCN(S(=O)(=O)c2ccccc2)c2ccccc21	-9	-7
N#Cc1ccc(N=c2ssnc2Cl)cc1	-3&-8	4&16
O=C(Nc1ncccn1)c1ccc([N+](=O)[O-])cc1	12	-8
CC(CNC(=O)CN(C)CC(=O)Nc1ccccc1Br)c1ccccc1 (stereo not given)	0	-2
CCOc1ccc2oc(C(=O)N(C)CCc3ccc(OC)c(OC)c3)c(C)c2c1	-18	-1
CCN(CC)CCNC(=O)C1CCCCN1S(=O)(=O)c1cccc([N+](=O)[O-])c1 (stereo not given)	4	-9
CN(C)/C=N/S(=O)(=O)c1ccc(Cl)c(Cl)c1	-6	-3
CCOC(=O)C1=C(C)N(C)C(C)=C(C(=O)OCC)C1c1ccc(C(=O)OC)cc1	-13	-2
Cc1ccc(OCCN2C(=O)C(=O)c3cc(C)ccc32)cc1	36	-26
Cc1ccc(CNS(=O)(=O)c2ccc(Cl)s2)cc1	-8	0
CCOC(=O)CCNC(=O)N1CCCC(N(C)CCc2ccc(OC)c(OC)c2)C1 (stereo not given)	3	-2
Cc1cccc(NC(=O)COC(=O)c2ccc([N+](=O)[O-])o2)c1C	2	10
O=C(C1CCCN(Cc2ccccc2Br)C1)N1CCCCC1 (stereo not given)	-4	-19
O=C1c2ccccc2NC(c2ccco2)N1O (stereo not given)	-1	-15
CC1(C(=O)NCCC(F)(F)F)Cc2c(-c3cccc(C(N)=O)c3)ccnc2O1 (stereo not given)	8	2
CC(=O)N1CCN(S(=O)(=O)c2cccc(C(=O)OCC(=O)Nc3c(Cl)cccc3C(F)(F)F)c2)CC1	-2	-3
Cc1c(NC(=O)C(C)Oc2ccc(Br)cc2)c(=O)n(-c2ccccc2)n1C (stereo not given)	5	-2
COC(Cn1cc(C)c(=O)[nH]c1=O)OC	-11	-3
Cc1ccc2c(c1)[nH]c1c(=O)n(CCN3CCNCC3)cnc12	-6	10
O=C(O)CC(c1cccc2ccccc12)n1cccc1 (stereo not given)	-45	-5
Cc1[nH]nc2c1C(C1CC=CCC1)C(C#N)=C(N)O2 (stereo not given)	-18	-8
COc1ccc(C(C)=O)c(Oc2nc(CN3CCOCC3)nc3scc(-c4cccs4)c23)c1	-4	18
NCCn1c(-c2ccccc2)cc(C(=O)O)c1-c1ccccc1F	-8	-7
O=C(NC12CC3CC(CC(C3)C1)C2)c1ccc(COc2ccc(Cl)cc2[N+](=O)[O-])o1	-9	2
O=C(COC(=O)c1ccc(Br)o1)Nc1cccc(S(=O)(=O)N2CCCCCC2)c1	4	-7
CCOC(=O)c1c(C)oc2cc(Br)c(OC(C)C(=O)OCC)cc12 (stereo not given)	-37	15
OC(c1ccccc1)(c1ccccc1)C1CCN(C(=S)NC2CCCC2)CC1	-14	14
Cc1cccc2c(=O)n3c(nc12)CCCCC3	-1	0
Cc1nn(Cc2c(F)c(F)c(F)c(F)c2F)c(C)c1NC(=O)c1nn(C)c(C)c1Br	-18	4
CCOC(CNC(=O)Cc1c(C)nc2c(-c3ccccc3)c(C)nn2c1C)OCC	-1	-3
CC(=O)c1cccc(N(CC(=O)Nc2ccccc2C(=O)N2CCCC2)S(C)(=O)=O)c1	0	1
CC(NC(=O)c1ccc(CS(C)(=O)=O)cc1)c1ccc(-n2ccnc2)cc1 (stereo not given)	8	3
COCCn1c(SCC(=O)Nc2cccnc2Cl)nc2ccccc21	13	3
O=C(NNC(=S)NC(=O)c1cccs1)c1cccnc1	7	-4
CCCc1cc(C(=O)Nc2ccccc2C(=O)OC)no1	-28	-2
CC(C)OC(=O)CSc1nc2ncccc2[nH]1	-6	5
Cc1ccc(C(O)CSc2nnc(-c3ccc4ccccc4c3)n2C)cc1 (stereo not given)	-1	-7
COc1ccccc1CCNC(=O)c1ccccc1SCC(=O)N1CCCC1	-5	1
COCCn1c(=NC(=O)CSC(C)=O)sc2cc(F)ccc21	-10	-3
CCn1cc(C(=O)O)c(=O)c2cc(F)c(N3CCN(C(=S)NC(=O)c4ccc(F)cc4)CC3)cc21	13	3
CCOC(=O)c1c(NC(=O)c2ccco2)sc(C(=O)N2CCCC2)c1C	38	1
COCCn1c(=O)[nH]c2cc(C(=O)NCCc3ccc(OC)c(OC)c3)ccc2c1=O	23	-3
CCNC(=O)C(=O)NCC1OCCCN1S(=O)(=O)c1ccc(F)cc1C (stereo not given)	-9	-8
COc1ccc2oc(C)c(C(=O)Cn3ccnc3)c2c1	17	-5
CC(=O)O/N=C(\N)c1ccc(-c2csnn2)cc1	-6	-1

As entered above:
TAG inh, COc1ccccc1CCNC(=O)c1ccccc1SCC(=O)N1CCCC1 = -5
TAG inh DAPI viability, COc1ccc2oc(C)c(C(=O)Cn3ccnc3)c2c1 = -5

Later entries.
SMILES	TAG inh	TAG inh DAPI viability
Cc1ccc(N/N=C2/CCCNC2=O)cc1	-20	17
Cn1c(=O)c2sccc2n(Cc2cccc(Br)c2)c1=O	-20	2
CN(NC(=O)c1ccc(Cl)cc1)c1cccc(Cl)n1	9	-11
Cn1nnnc1SCC(=O)Nc1ccc2c(c1)OCO2	10	5
O=C(O)C1CSC(c2ccccc2)N1C(=O)c1ccco1 (stereo not given)	-9	-4
Cn1c(N)c(C(=O)COC(=O)C2CCCN2C(=O)c2cccs2)c(=O)n(C)c1=O (stereo not given)	17	1
O=C(O)c1cc(-c2ccc(N3CCOCC3)cc2)nn1-c1ccc(F)cc1	6	17
Cc1ccc(C(C(=O)NC2CCCC2)N(Cc2cccs2)C(=O)CNC(=O)c2cccs2)o1 (stereo not given)	-18	-1
Cn1c(SCC(=O)c2ccc3c(c2)OCCO3)nnc1C(F)(F)F	4	3
CN1c2ccccc2C(C)(C)C12CC(CCl)=NO2 (stereo not given)	7	5
Cc1cccc(C(=O)NCC(=O)NCC2COc3ccccc3O2)c1 (stereo not given)	-5	5
CN1CCN(C2=Cc3ccccc3Sc3cc(F)ccc32)CC1	17	-1
COc1cc(NC(=O)CSc2nc3[nH]ncc3c(=O)n2-c2ccccc2)cc(OC)c1OC	-5	4
O=C(CCC(=O)N1CCN(c2ccccn2)CC1)Nc1nnc(C(F)(F)F)s1	1	4
Cc1ccc(S(=O)(=O)N2CCN(C(=O)c3cc(S(=O)(=O)N4CCOCC4)ccc3Cl)CC2)c(C)c1	-34	-2
Cc1ccccc1Cn1c(=O)c2c(nc3n2CCCN3Cc2ccccc2)n(C)c1=O	-12	6
Cc1csc(NC(=O)CSc2ncnc3ccccc23)n1	-3	10
CC(=O)c1ccc(NC(=S)NCc2ccc(Cl)cc2Cl)cc1	-12	-5
COc1ccc(S(=O)(=O)N(CC(=O)NC2CC2)c2ccc(C)cc2)cc1OC	6	-16
Cc1ccc(-n2c(C)nc3ncnc(-c4ccccc4)c32)cc1	-10	5
CCCNC(=O)c1ccccc1NC(=O)c1ccc(CSc2ccccc2)cc1	19	7
COc1cc(C(=O)OCc2cccc(S(=O)(=O)N3CCOCC3)c2)ccc1OCC(C)C	-41	2
C=CCc1ccc(OCCCOc2ccc(C)cc2OC)c(OC)c1	-22	7
O=c1cc2c(nn1Cc1ccc(Cl)cc1Cl)-c1ccccc1CC2	-13	4
CCc1noc(C)c1C(=O)N(C)CC(=O)Nc1ccc(OC)cc1	-10	2
COc1ccc(-c2csc(C(O)c3ccc(F)c(OC)c3)n2)cc1 (stereo not given)	-40	9
COc1ccccc1NC(=O)N(C)C[C@H]1Oc2ncc(C#CCN(C)C)cc2C(=O)N([C@H](C)CO)C[C@H]1C	-3	8
CC(=O)Nc1cccc(Oc2cc(C#N)c(C#N)cc2N2CCOCC2)c1	2	-9
O=C(COC(=O)c1cccc(Oc2ccccc2)c1)NCc1ccco1	-2	8
CCOC(=O)C1=C(COC(=O)Cc2ccc(Cl)cc2)NC(=O)NC1C (stereo not given)	5	-2
O=C(CCC(=O)c1cccs1)NCc1cccnc1	-2	-13
CCc1c(O)nc(SCC(=O)Nc2c(C)cccc2C)n(-c2ccc(F)cc2)c1=O	2	-1
Cc1cccc(C)c1NC(=O)Cn1nnnc1N	-25	31
Cc1sc2nc(CN3CCN(S(=O)(=O)c4cccc5nonc45)CC3)[nH]c(=O)c2c1C	-1	-2
COc1ccc(OCCSc2ncnc3nc[nH]c23)cc1	-4	-7
Cc1ccc(/C=C/C(=O)c2ccc(C)cc2)cc1	18	3
COc1ccc(C(=O)NNC(=O)Cn2nc(C)cc2C)cc1S(=O)(=O)N1CCOCC1	13	7
CCN(CC)S(=O)(=O)c1ccc(C)c(NC(=O)CN2CCN(C)CC2)c1	14	-9
NS(=O)(=O)c1ccc(NC(=O)c2ccc(OCC3CCCO3)cc2)cc1 (stereo not given)	-12	4
O=C(C1CCCN(Cc2ccccc2C(F)(F)F)C1)N1CCCCC1 (stereo not given)	-26	-1
CC(=O)c1c(C)nc(C)nc1NC(=O)C(C)C	5	2
O=C(O)COc1ccccc1/C=N/Nc1ccc(S(=O)(=O)N2CCOCC2)cc1[N+](=O)[O-]	8	-4
Cc1cc(OC(=O)c2cc(Br)ccc2Cl)c([N+](=O)[O-])c(=O)[nH]1	12	-12
CNc1nc(SC)nc2ccccc12	-16	3
CCOC(=O)C1(C)NC(c2ccco2)C2C(=O)N(CC)C(=O)C21 (stereo not given)	4	-3
COCCSc1nnc(NC(=O)Cc2ccccc2OC)s1	-3	15

Compound activity (PubChem BioAssay)

Some of the compounds tested (hit frequency here may not be typical).
